# PAD4 FP inh: blocks human protein arginine deiminase 4; recombinant PAD4, RCA probe fluorescence polarization; Q9UM07; AID 485272; 330,000 compounds, 0.41% hits; inhibition, % at 6.36 µM;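 active = percent inhibition above a cutoff equal to the mean of all tested compounds plus 3 SD, cut at about 15% in these data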;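 also: 0% = PAD4 with RCA probe and DMSO and 100% = probe without PAD4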
# EBNA-1 inhibitor: blocks EBNA-1 binding to DNA; 300,000 compounds, 0.34% hits; EBNA-1 DNA binding, fluorescence polarization; inhibition, % at 14.8 µM; in the data active = inhibition above about 28%
# GSTO1 counter: blocks human GSTO1 in RBBP9 counter-screen | P78417 | recombinant GSTO1, activity-based probe fluorescence polarization | inhibition, % at 5.96 µM | 300,000 compounds, 1.1% hits | AID 1974;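 active = inhibition above the campaign mean inhibition plus 3 SD, cut at about 35% in these data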;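 also: 0% = GSTO1-1 with DMSO and 100% = wells lacking GSTO1-1 enzyme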
# LYPLA1 counter: blocks human lysophospholipase 1, a PME1 counter-screen. O75608. recombinant LYPLA1, FP-Rh probe fluorescence polarization. inhibition, % at 5.9 µM. 320,000 compounds, 0.16% hits. AID 2174;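 active = inhibition above the mean of all tested compounds plus 3 SD, set per campaign, cut at about 14% in these data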;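 also: inhibitors block serine hydrolase probe labeling of LYPLA1 so polarization falls; 0% = enzyme with DMSO and 100% = wells lacking LYPLA1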
# PAFAH2 FP inh: PAFAH2 (human) inhibition; inhibition, % at 3.39 µM; 340,000 compounds, 0.99% hits; recombinant PAFAH2, FP-rhodamine activity probe, fluorescence polarization; Q99487;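 active = inhibition above the mean over all tested compounds plus 3 SD, cut at about 30% in these data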;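 also: inhibitors block probe labeling of enzyme so polarization drops; 0% = enzyme with DMSO and 100% = wells lacking PAFAH2 protein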
# PREPL inhibitor: inhibitors of human prolyl oligopeptidase-like enzyme PREPL | Q4J6C6 | recombinant PREPL, fluorescence polarization activity-based probe | inhibition, % at 5.96 µM | 320,000 compounds, 0.68% hits; in the data active = inhibition above about 43%;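 also: 0% = enzyme with DMSO and 100% = wells lacking enzyme; many of its hits are not listed in these tables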
# Target sequence (Q4J6C6 whole entry, looked up): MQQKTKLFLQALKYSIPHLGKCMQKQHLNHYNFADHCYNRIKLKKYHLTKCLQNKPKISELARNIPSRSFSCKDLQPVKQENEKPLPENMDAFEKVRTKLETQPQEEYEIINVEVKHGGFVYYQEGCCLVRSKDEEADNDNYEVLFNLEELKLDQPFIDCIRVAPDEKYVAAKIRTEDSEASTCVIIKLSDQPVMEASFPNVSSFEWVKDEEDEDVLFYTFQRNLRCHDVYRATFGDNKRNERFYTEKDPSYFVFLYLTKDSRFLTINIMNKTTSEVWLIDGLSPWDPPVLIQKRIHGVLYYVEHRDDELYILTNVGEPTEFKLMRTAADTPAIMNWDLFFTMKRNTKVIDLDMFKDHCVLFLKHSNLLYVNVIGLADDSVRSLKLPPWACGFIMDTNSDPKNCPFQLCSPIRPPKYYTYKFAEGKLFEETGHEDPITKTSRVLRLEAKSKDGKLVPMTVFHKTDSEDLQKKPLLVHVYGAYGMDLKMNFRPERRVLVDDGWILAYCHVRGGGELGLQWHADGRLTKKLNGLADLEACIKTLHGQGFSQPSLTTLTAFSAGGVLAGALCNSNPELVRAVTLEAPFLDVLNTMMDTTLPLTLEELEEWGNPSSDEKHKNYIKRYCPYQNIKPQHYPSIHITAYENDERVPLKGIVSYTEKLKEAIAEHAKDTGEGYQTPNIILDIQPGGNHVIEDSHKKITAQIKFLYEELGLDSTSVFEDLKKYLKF
# LYPLA2 counter: LYPLA2 (human) inhibition in PME1 counter-screen; recombinant LYPLA2, FP-Rh probe fluorescence polarization; O95372; 320,000 compounds, 0.38% hits; inhibition, % at 5.9 µM;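 active = inhibition above the screen-wide mean plus 3 SD, limit set per campaign, cut at about 26% in these data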;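 also: 0% = LYPLA2 with DMSO and 100% = wells lacking LYPLA2 enzyme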
# ZTA counter: blocks Epstein-Barr virus ZTA, an EBNA-1 counter-screen; P03206; ZTA-DNA binding, fluorescence polarization; inhibition, % at 11 µM; 320,000 compounds, 0.15% hits; in the data active = inhibition above about 33%
# Target sequence (P03206 whole entry, looked up): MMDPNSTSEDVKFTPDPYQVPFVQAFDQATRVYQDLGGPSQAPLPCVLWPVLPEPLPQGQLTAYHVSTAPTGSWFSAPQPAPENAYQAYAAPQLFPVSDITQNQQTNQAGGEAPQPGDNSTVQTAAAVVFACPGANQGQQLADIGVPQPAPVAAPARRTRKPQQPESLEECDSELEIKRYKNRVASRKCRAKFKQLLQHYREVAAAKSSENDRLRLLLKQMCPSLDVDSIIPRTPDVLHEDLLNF
# PAFAH1B3 inh: inhibitors of human PAFAH1B3; recombinant PAFAH1B3, FP-rhodamine probe, fluorescence polarization; inhibition, % at 3.39 µM; 340,000 compounds, 0.28% hits;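 active = inhibition above the screen-wide average of all tested compounds plus 3 SD, cut at about 25% in these data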;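 also: 0% = enzyme with DMSO only and 100% = wells lacking PAFAH1B3 protein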
# * = called active by the depositor; . = no result given. This is a subset; count on the stated rates, not on these rows.
No.	compound	PAD4 FP inh	EBNA-1 inhibitor	GSTO1 counter	LYPLA1 counter	PAFAH2 FP inh
1	O=C(NCCc1csc(-c2ccccc2)n1)c1ccccc1F	-1	0	10	1	0
2	CC(C)Cc1nc(SCC(=O)N2CC(C)OC(C)C2)c2c(=O)n(C)c(=O)n(C)c2n1 (configuration not stated)	-2	1	2	-3	2
3	COCCN(C(=O)CSc1ccc2c(c1)OCCO2)c1c(N)n(CC(C)C)c(=O)[nH]c1=O	2	.	.	.	7
4	Cc1ccc(CN=C(Nc2ccccc2)NC2CCCCC2)cc1	-8	-8	-4	0	4
5	COc1ccc(-n2c(Cc3cc(=O)[nH]c(=O)[nH]3)nnc2SCC(=O)Nc2cc(C(F)(F)F)ccc2Cl)cc1	2	6	-4	2	-2
6	CCc1cc2c(N3CCN(c4ccccc4)CC3)ncnc2s1	6	-12	1	-5	-4
7	CCOc1cccc(/C=N/NC(=O)c2cc(C3CC3)[nH]n2)c1O	3	-10	0	0	9
8	Cc1ccc(C2C=C(c3ccccc3)Nc3ncnn32)cc1 (configuration not stated)	3	1	4	-5	7
9	COCCNc1nc(NCc2ccccc2)c2cnn(C)c2n1	1	9	6	-3	7
10	CCOc1ccc(C2=Nn3c(nnc3-c3ccccc3OC)SC2)cc1	2	5	0	3	-3
11	CC(C)(C)Nc1c(-c2ccc(O)cc2)nc2ccc(Cl)cn12	-2	-4	6	6	3
12	CCN(CCCNC(=O)c1c(C)cc(=O)oc1C)c1ccccc1	3	-2	0	1	-4

No.	PREPL inhibitor	LYPLA2 counter	ZTA counter	PAFAH1B3 inh
1	-2	2	4	-1
2	-2	1	-19	1
3	9	.	.	9
4	14	-2	-4	5
5	10	-2	7	5
6	18	1	-10	7
7	9	-4	2	13
8	-15	2	-1	7
9	7	-5	12	3
10	4	14	-31	15
11	6	6	1	13
12	1	0	3	9

# An excerpt from above with just ZTA counter and PAFAH1B3 inh.
nr	structure	ZTA counter	PAFAH1B3 inh
11	CC(C)(C)Nc1c(-c2ccc(O)cc2)nc2ccc(Cl)cn12	1	13
12	CCN(CCCNC(=O)c1c(C)cc(=O)oc1C)c1ccccc1	3	9

# The list continues.
No.	compound	PAD4 FP inh	EBNA-1 inhibitor	GSTO1 counter	LYPLA1 counter	PAFAH2 FP inh
13	c1ccc(CNc2nc(-c3cccnc3)cs2)cc1	4	-4	10	2	9
14	CC(C)(C)n1nnnc1C(c1cccnc1)N1CCN(C2CCCCC2)CC1 (configuration not stated)	-2	-4	5	-5	-4
15	C[C@H](NC(=O)C1CCN(S(=O)(=O)c2ccccc2)CC1)C(=O)NCc1ccccc1	-2	7	0	-4	-5
16	CCN(CC)CCCn1c2c(c(SCC(=O)Nc3ccc(C)c(F)c3)nc1=O)CCC2	-2	-7	-17	-4	-4
17	COc1ccccc1C(=O)Nc1ccc(S(=O)(=O)N2CCc3ccccc32)cc1	-1	6	-12	-11	-11
18	CC(=O)NC1CC2CCCC(C1)N2Cc1ccc(C)cc1 (configuration not stated)	1	1	-3	-5	2
19	O=C(C[n+]1ccc(C(=O)NCc2ccccc2)cc1)c1ccc(OC(F)F)cc1	-2	-8	6	1	3
20	CC(=O)N1c2c(cc(Br)cc2S(=O)(=O)N2CCN(c3ccccn3)CC2)CC1C (configuration not stated)	0	-3	1	1	3
21	O=C(N/N=C/c1ccc(F)cc1)c1sccc1OCc1ccc(F)cc1	3	4	-1	-1	14
22	Cc1ccc(OCc2cc(C(=O)NCc3ccc(OC(F)(F)F)cc3)no2)cn1	7	1	4	-1	-7
23	CSc1ncccc1C(=O)Nc1ncc(C)s1	-4	-15	2	0	-6
24	COc1ccccc1NC(=O)Nc1nnc(Cc2ccccc2F)s1	1	-21	-2	-4	3

No.	PREPL inhibitor	LYPLA2 counter	ZTA counter	PAFAH1B3 inh
13	9	-3	-1	4
14	-6	-6	-10	2
15	16	-3	-8	-2
16	11	-1	-9	5
17	9	-11	-3	-8
18	-2	-3	-6	6
19	9	4	-3	9
20	-21	2	8	2
21	8	2	-6	4
22	-3	9	8	6
23	-8	0	6	7
24	7	-4	4	3

# (continued)
No.	compound	PAD4 FP inh	EBNA-1 inhibitor	GSTO1 counter	LYPLA1 counter	PAFAH2 FP inh
25	COc1ccc(CCNC(=O)C2=COCCO2)cc1	5	2	-4	1	8
26	C=CCn1c(-c2ccccc2OC)n[nH]c1=S	-2	6	8	0	-6
27	O=C(Nc1nc2c(s1)CN(Cc1ccccc1)CC2)c1c(F)cccc1F	4	6	-7	-7	-7
28	O=C(Nc1nnc(S(=O)(=O)N2CCN(c3ccc(F)cc3)CC2)s1)c1ccco1	2	4	-30	-1	-10
29	Cc1ccc(NC(=O)Nc2nnc(-c3ccncc3)s2)cc1C	-3	-8	-19	-8	-5
30	Cc1cc(NC(=O)CSCC(=O)N(C)Cc2c(F)cccc2Cl)no1	0	-10	6	-1	-2
31	Cc1nn(-c2ccccc2)c(Cl)c1C1C(C#N)=C(N)OC2=C1C(=O)CCC2 (configuration not stated)	-3	-12	-7	-3	3
32	CCCCNC(=O)CCCCCNS(=O)(=O)c1ccc(OC)cc1	3	0	7	0	4
33	CC(C)(C)C(=O)COC(=O)c1cc2ccccc2cc1O	0	16	0	-2	1
34	O=C1Nc2ccccc2C1=Nc1ccc(S(=O)(=O)Nc2nccs2)cc1	1	9	10	-2	14
35	Cc1c(NC(=O)CSc2nnc(Nc3ccccc3)s2)c(=O)n(-c2ccccc2)n1C	-1	-12	4	0	-4
36	Cc1ccc(NC(=O)c2cncc(Br)c2)c(O)c1	-2	8	5	6	-3

No.	PREPL inhibitor	LYPLA2 counter	ZTA counter	PAFAH1B3 inh
25	-5	-2	15	6
26	-2	-8	-2	4
27	-14	-16	-23	-1
28	-9	3	-7	0
29	13	-3	-2	18
30	-6	-5	-10	1
31	-1	-3	2	9
32	2	1	5	8
33	24	3	2	2
34	-5	-6	14	8
35	3	4	-19	9
36	-1	-1	5	3

# Continued.
No.	compound	PAD4 FP inh	EBNA-1 inhibitor	GSTO1 counter	LYPLA1 counter	PAFAH2 FP inh
37	Cc1cc(Br)ccc1NC(=O)c1ccco1	0	7	4	-3	0
38	CC(=O)N1CCc2cc(Br)cc(S(=O)(=O)N3CCc4ccccc43)c21	2	-16	-13	-2	6
39	CC(=O)N1CCN(C(=O)c2ccc3oc(CCCc4ccccc4)nc3c2)CC1	-4	5	1	3	2
40	CCOC(=O)C1CCCN(S(=O)(=O)c2ccc(S(N)(=O)=O)cc2)C1 (configuration not stated)	-5	0	-1	1	3
41	O=C(N/N=C/c1ccccn1)NC12CC3CC(CC(C3)C1)C2	2	5	-5	4	.
42	CSc1nc(Cl)c(C#N)c(-c2ccc(C)cc2)n1	2	9	15	-1	0
43	O=C(c1cnn2c1NC(c1ccc(Br)cc1)CC2C(F)(F)F)N1CCN(C23CC4CC(CC(C4)C2)C3)CC1 (configuration not stated)	3	5	1	2	-2
44	Cc1ccc(C(=O)O/N=C/c2ccc(N(C)C)cc2)cc1	1	11	4	-4	-2
45	CCCn1cc(CN2CCC(Cc3cccc(F)c3)(C(=O)OCC)CC2)c(C)n1	-1	6	6	0	-11
46	Clc1ccc(C[n+]2csc3ccccc32)cc1	19*	-10	-4	-3	-6
47	COc1cccc(OC)c1C(=O)OCCCOC(=O)c1c(OC)cccc1OC	1	14	1	0	8
48	COc1ccc(CC(=O)Nc2ccc(OC)c(NC(=O)c3ccco3)c2)cc1	2	4	-3	0	-11

No.	PREPL inhibitor	LYPLA2 counter	ZTA counter	PAFAH1B3 inh
37	-23	-2	11	11
38	-5	-5	1	3
39	15	1	-13	3
40	-4	-1	1	2
41	-5	0	2	.
42	2	-7	-4	-2
43	4	6	15	-3
44	-5	0	7	2
45	11	5	6	-7
46	-10	0	-5	1
47	-2	0	11	1
48	3	-2	10	3

# Going on with the list:
No.	compound	PAD4 FP inh	EBNA-1 inhibitor	GSTO1 counter	LYPLA1 counter	PAFAH2 FP inh
49	O=C(Nc1ncccc1Cl)C1COc2ccccc2O1 (configuration not stated)	6	-4	5	2	2
50	Nc1nonc1-c1nc2ccccc2[nH]1	-1	-5	1	1	0
51	CCOC(=O)CC1CCCCN1C(=O)c1cc(COc2cccc3cnccc23)on1 (configuration not stated)	-4	3	-2	0	4
52	Cc1nnc(NC(=O)C2CCN(S(=O)(=O)c3cc([N+](=O)[O-])ccc3Cl)CC2)o1	-1	.	.	-2	-1
53	CCc1ccc(-c2csc3[n+]2CCN3C(C)=O)cc1	15	6	6	3	1
54	COc1cccc(CNC(=O)CN2C(=O)COc3ccc(S(=O)(=O)N4CCOCC4)cc32)c1	2	-5	8	0	1
55	COCCOC(=O)C1=C(C)NC2=C(C(=O)CCC2)C1c1ccc(N(C)C)cc1 (configuration not stated)	-3	-1	3	-3	-4
56	O=C(O)c1ccc(CNC(=O)C23CC4CC(CC(C4)C2)C3)cc1	1	2	3	-2	-8
57	COc1ccc(N2CC(C(=O)N/N=C/c3c[nH]c4ccccc34)CC2=O)cc1 (configuration not stated)	-3	-6	-2	0	6
58	O=C(c1ccccc1)N1CCN(CC(O)COCC2CC=CCC2)CC1 (configuration not stated)	-5	-8	4	2	-5
59	O=C(c1ccccc1)c1ccc(OCCOCCN2CCN(Cc3ccccc3)CC2)cc1	-5	-7	6	0	-5
60	COc1ccc(C(=O)CSc2nnc(-c3cc(C)cc(C)c3)o2)cc1	0	8	6	0	5
61	c1cc2c(cc1-c1cnc3n1CCC3)OCCO2	2	11	6	1	5
62	CN1CCN(c2ccc(S(=O)(=O)N3CCOCC3)cc2)CC1	-5	-4	-2	5	2
63	COCc1nnc(NC(=O)c2cccc(NC(=O)c3ccccc3)c2)s1	-7	-5	-10	0	-3

No.	PREPL inhibitor	LYPLA2 counter	ZTA counter	PAFAH1B3 inh
49	-7	-8	3	12
50	-6	3	-4	-3
51	21	4	1	7
52	3	-5	-1	0
53	11	3	-5	10
54	8	0	8	9
55	11	1	-7	-2
56	2	8	-7	9
57	14	-1	-20	7
58	-7	-2	-21	2
59	33	-1	-4	0
60	-7	-1	-3	4
61	12	6	-13	12
62	5	-1	-6	9
63	21	-12	-2	0

# Molecules shown so far with an aryl thioether with sulfur outside any ring:
No.	compound	PAD4 FP inh	EBNA-1 inhibitor	GSTO1 counter	LYPLA1 counter	PAFAH2 FP inh
2	CC(C)Cc1nc(SCC(=O)N2CC(C)OC(C)C2)c2c(=O)n(C)c(=O)n(C)c2n1 (configuration not stated)	-2	1	2	-3	2
3	COCCN(C(=O)CSc1ccc2c(c1)OCCO2)c1c(N)n(CC(C)C)c(=O)[nH]c1=O	2	.	.	.	7
5	COc1ccc(-n2c(Cc3cc(=O)[nH]c(=O)[nH]3)nnc2SCC(=O)Nc2cc(C(F)(F)F)ccc2Cl)cc1	2	6	-4	2	-2
16	CCN(CC)CCCn1c2c(c(SCC(=O)Nc3ccc(C)c(F)c3)nc1=O)CCC2	-2	-7	-17	-4	-4
23	CSc1ncccc1C(=O)Nc1ncc(C)s1	-4	-15	2	0	-6
35	Cc1c(NC(=O)CSc2nnc(Nc3ccccc3)s2)c(=O)n(-c2ccccc2)n1C	-1	-12	4	0	-4
42	CSc1nc(Cl)c(C#N)c(-c2ccc(C)cc2)n1	2	9	15	-1	0
60	COc1ccc(C(=O)CSc2nnc(-c3cc(C)cc(C)c3)o2)cc1	0	8	6	0	5

No.	PREPL inhibitor	LYPLA2 counter	ZTA counter	PAFAH1B3 inh
2	-2	1	-19	1
3	9	.	.	9
5	10	-2	7	5
16	11	-1	-9	5
23	-8	0	6	7
35	3	4	-19	9
42	2	-7	-4	-2
60	-7	-1	-3	4

# Source: PubChem BioAssay
